PglD inh – inhibitors of Campylobacter jejuni PglD acetyltransferase; purified PglD enzyme, DTNB colorimetric CoA detection; AID 602405; inhibition, % at 12.5 µM; 0.098% of 360,000 active; in the data active = inhibition above about 16%, passing the limit was not always enough; inconclusive = no clear call, values can overlap the other calls; also: strong numbers were not always called active
E-sel inducer – E-selectin induction on HUVECs; P16581; HUVEC E-selectin immunofluorescence imaging; normalized: neutral wells 0, TNF-alpha wells 100; activation, % at 7.58 µM; 0.37% of 260,000 active;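 active = mean E-selectin-positive cell signal at least 10% of the positive control, reached in at least 60% of replicates, without over 20% cell loss; inconclusive = no rule given, readout overlaps actives, possibly toxicity-flagged; inactive = the rest, including those meeting only one limit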;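 also: in these data hits start at about 27%; measured in HUVEC primary endothelial cells; signal is the percent of cells scored E-selectin positive by PE staining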
Target sequence (P16581 whole entry, looked up): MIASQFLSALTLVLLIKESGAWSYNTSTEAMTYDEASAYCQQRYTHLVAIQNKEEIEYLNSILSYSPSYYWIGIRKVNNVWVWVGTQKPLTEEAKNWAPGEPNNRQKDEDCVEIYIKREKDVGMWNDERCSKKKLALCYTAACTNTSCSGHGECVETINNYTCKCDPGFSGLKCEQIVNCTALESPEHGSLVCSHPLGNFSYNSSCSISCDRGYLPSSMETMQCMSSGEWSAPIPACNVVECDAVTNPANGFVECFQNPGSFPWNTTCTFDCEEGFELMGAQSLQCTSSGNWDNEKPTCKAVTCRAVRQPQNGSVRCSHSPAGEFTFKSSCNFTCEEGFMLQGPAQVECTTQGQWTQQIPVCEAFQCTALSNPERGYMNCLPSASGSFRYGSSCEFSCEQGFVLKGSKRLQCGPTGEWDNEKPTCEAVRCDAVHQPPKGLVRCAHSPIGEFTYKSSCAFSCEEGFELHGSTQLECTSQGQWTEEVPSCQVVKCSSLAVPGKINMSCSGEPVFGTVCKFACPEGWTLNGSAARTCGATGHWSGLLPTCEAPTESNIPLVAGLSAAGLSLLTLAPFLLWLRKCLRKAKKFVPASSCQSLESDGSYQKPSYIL
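Material: HUVEC primary endothelial cells; Amount: 3,000 cells per well; Dosing: single concentration; Medium: EGM-2 growth medium on 0.1% gelatin-coated wells; Read-out basis: percent E-selectin-positive cells; Signal: immunofluorescence imaging; Control set: TNF-alpha, DMSO.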
ERp5 block – ERp5 (human) disulfide isomerase inhibition | Q15084 | 0.05% of 350,000 active | ERp5 insulin aggregation, absorbance 650 nm, 90 min | inhibition, % at 9.99 µM;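 active = mean replicate inhibition above about 25%, with every replicate also reaching it, limit read from the data, passing the limit was not always enough; inconclusive = only one of those two criteria met; inactive = neither criterion met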
C2C12 statin – suppression of simvastatin myotoxicity | 0.78% of 330,000 active | rescue of ATP level, % at 7.49 µM | C2C12 myotubes + simvastatin, ATP luminescence, 48 h; scaled: DMSO 0, geranylgeraniol control 100;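 active = mean ATP rescue above about 67%, or every replicate alone reaching that limit, limit read from the data, passing the limit was not always enough; inconclusive = no clear call, values can overlap the other calls; inactive = mean under the limit and some replicate under it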;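 also: myotubes were challenged with 10 µM simvastatin during compound exposure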
DENV2 CPE rescue – protects cells from dengue virus 2 cytopathic effect. DENV2-infected cells, cytopathic effect rescue, plate reader. AID 651640. CPE inhibition, % at 9.99 µM. 1.7% of 350,000 active; in the data active = CPE inhibition above about 20%, passing the limit was not always enough; inconclusive = no clear call, values can overlap the other calls; tested in BHK-21 cells;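 also: 0% = median of neutral control wells and 100% = median of positive control wells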
S100A4 inh HTS – blocks human S100A4 binding to myosin IIA peptide; inhibition, % at 10.7 µM; P26447; 0.14% of 360,000 active; S100A4/TAMRA-MyoIIA peptide fluorescence polarization;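 active = mean inhibition of at least 70% across replicates, with every replicate also reaching that level; inconclusive = mean inhibition reaches 70% but some replicates fall short; inactive = mean inhibition below 70%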
Target sequence (P26447 whole entry, looked up): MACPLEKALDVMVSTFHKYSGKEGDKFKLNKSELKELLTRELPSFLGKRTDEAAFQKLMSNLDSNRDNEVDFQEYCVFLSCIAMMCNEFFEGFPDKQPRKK
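Material: S100A4 monomer protein / Buffer or medium: 50 mM HEPES pH 7.2, 10 mM CaCl2, 100 mM KCl / Times: 5 min incubation before reading / Benchmarks: neutral control DMSO, positive control TFP / Reagent: labelled myosin peptide probe, 5 nM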
SIRT5 inh – inhibitors of human sirtuin-5 desuccinylase. 1.1% of 330,000 active. inhibition, % at 15 µM. Purified SirT5, succinyl-peptide AMC, trypsin-coupled fluorescence. AID 652115. Q9NXA8; in the data active = inhibition above about 15%; inconclusive = no clear call, values can overlap the other calls
Target sequence (Q9NXA8 whole entry, looked up): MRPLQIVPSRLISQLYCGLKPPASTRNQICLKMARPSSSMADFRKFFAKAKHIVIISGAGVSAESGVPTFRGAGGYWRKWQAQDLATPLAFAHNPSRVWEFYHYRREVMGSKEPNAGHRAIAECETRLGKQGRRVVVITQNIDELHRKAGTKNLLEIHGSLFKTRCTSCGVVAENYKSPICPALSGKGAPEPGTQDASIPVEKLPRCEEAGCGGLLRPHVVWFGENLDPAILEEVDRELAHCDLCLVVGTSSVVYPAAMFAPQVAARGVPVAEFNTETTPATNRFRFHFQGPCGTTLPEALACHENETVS
The depositor's hits bear a star; ? = inconclusive; nt = no result given; & = joins results of further samples.

1. CCCNC(=O)N1CC2(C1)CN(S(C)(=O)=O)[C@@H](CO)c1c2c2ccc(OC)cc2n1C
2. C[C@@H]1CN([C@@H](C)CO)C(=O)c2cc(NC(=O)CCC(F)(F)F)ccc2O[C@H]1CN(C)C(=O)Nc1ccc2c(c1)OCO2
3. CCc1cc(CNC(=O)c2ccc3nc(Cc4ccc(OC)c(OC)c4)oc3c2)on1
4. C=CCn1c(SCC(=O)Nc2ccc(Br)cc2)nc(O)cc1=O
5. CO[C@H]1CN(C)C(=O)c2ccc(NC(=O)c3cccc(F)c3)cc2OC[C@@H](C)N(C)C[C@@H]1C

assay / compound	1	2	3	4	5
PglD inh	nt	3	-4	11	-4
E-sel inducer	0.4	-3.2	nt	nt	-0.1
ERp5 block	4	7	-4	-5	0
C2C12 statin	nt	6	11	7	7
DENV2 CPE rescue	-3	-5	?	-6	1
S100A4 inh HTS	-2	30	0	-4	-7
SIRT5 inh	-3	1	0	2	-4

6. CCOC1=CC(=O)OC(c2ccccc2)C1 (configuration not stated)
7. CCNc1nc(NCC)nc(N(CC)C(N)=S)n1
8. O=C(COC(=O)CN1C(=O)COc2ccccc21)NCc1ccc(F)cc1
9. CN(C)CCNC(=O)c1[nH]nc2c1CCc1ccccc1-2
10. COc1ccccc1CCC(=O)Oc1ccccc1C#N

assay / compound	6	7	8	9	10
PglD inh	-3	nt	nt	0	3
E-sel inducer	0.5	nt	-0.2	-0.1	0.2
ERp5 block	5	4	-1	1	4
C2C12 statin	4	nt	5	7	nt
DENV2 CPE rescue	4	-3	2	8	19
S100A4 inh HTS	6	4	-1	-3	-1
SIRT5 inh	0	-4	-3	-2	-2

11. O=C(/C=C/c1ccccc1Cl)NCCN1CCOCC1
12. Cc1c(Br)c([N+](=O)[O-])nn1CC(=O)Nc1ccc(C(N)=O)cc1
13. Cc1cccc(N2CCN(S(=O)(=O)c3ccc4c(c3)C(C)(C)C(=O)N4C)CC2)c1C
14. Cc1ccc(S(=O)(=O)Nc2ccc3c(c2)C(=O)N([C@H](C)CO)C[C@H](C)[C@H](CN(C)S(=O)(=O)c2ccc(C)cc2)O3)cc1
15. Cc1[nH]n(-c2ccccc2)c(=O)c1N=Nc1ccc(Cl)cc1

assay / compound	11	12	13	14	15
PglD inh	-2	nt	1	4	-2
E-sel inducer	nt	2.0	-0.2	0.2	1.2
ERp5 block	-2	1	2	-4	5
C2C12 statin	-12	4	8	19	-6
DENV2 CPE rescue	nt	nt	-1	-7	-5
S100A4 inh HTS	2	-3	-6	-5	0
SIRT5 inh	-3	-7	-4	0	0

16. O=C(COc1ccc(Br)cc1Cl)NC(=S)Nc1ccccn1
17. C[C@H](CO)N1C[C@H](C)[C@H](CN(C)C(=O)c2ccccc2)OCCCC[C@H](C)Oc2ccc(NC(=O)Nc3ccc4c(c3)OCO4)cc2C1=O
18. O=S(=O)(Nc1ccn(-c2ccccc2)n1)c1ccc(Br)cc1
19. Cc1ccc(CCNC(=O)C2CCC(CNc3c(N4CCC(C)CC4)c(=O)c3=O)CC2)cc1 (configuration not stated)
20. C[C@@H]1CN([C@@H](C)CO)C(=O)c2cc(C#Cc3cccnc3)cnc2O[C@@H]1CN(C)C

assay / compound	16	17	18	19	20
PglD inh	2	2	5	2	2
E-sel inducer	-0.4	-0.2	nt	?	-0.2
ERp5 block	0	-2	1	0	-2
C2C12 statin	1	nt	-9	-9	10
DENV2 CPE rescue	5	3	-9	-1	-2
S100A4 inh HTS	-3	-4	-3	1	9
SIRT5 inh	1	2	-6	3	0

21. C[C@@H]1CN([C@@H](C)CO)C(=O)c2cc(NC(=O)NC3CCCCC3)ccc2O[C@H]1CN(C)Cc1ccncc1
22. CCCN(C)C[C@@H]1Oc2ncc(C#CCC(C)C)cc2C(=O)N([C@@H](C)CO)C[C@H]1C
23. Cc1noc(C)c1COc1ccccc1C(=O)N(C)CC(=O)Nc1ccc(Cl)c(Cl)c1
24. Cc1cc(SCC(=O)NCCCN2CCCC2=O)nc2ccccc12
25. O=C(COc1ccc(Cl)cc1Cl)NC(=S)N1CCCc2ccccc21

assay / compound	21	22	23	24	25
PglD inh	1	2	-2	5	nt
E-sel inducer	-0.1	1.4	3.4	2.1	nt
ERp5 block	-1	-6	3	-2	6
C2C12 statin	-3	9	-7	3	nt
DENV2 CPE rescue	4	-4	0	-8	-7
S100A4 inh HTS	-4	-8	-1	-8	-1
SIRT5 inh	-8	1	0	-2	-3

26. Cn1cnc(S(=O)(=O)N[C@H]2C=C[C@@H](CC(=O)NCC3CC3)O[C@@H]2CO)c1
27. O=C(NCc1ccccn1)c1ccc(Cl)c(S(=O)(=O)Nc2ccccc2C(=O)NCc2ccccn2)c1
28. Cc1oncc1-c1csc(-c2ccccc2Cl)n1
29. C=C[C@@H]1c2cccc(C)c2N(S(=O)(=O)c2ccc(C)cc2)[C@H](c2ccc(OC(C)=O)cc2)C1(C#N)C#N
30. COc1cc(NC(=O)c2cc(-c3cc(F)ccc3OC(C)C)n[nH]2)cc(OC)c1OC

assay / compound	26	27	28	29	30
PglD inh	-1	-2	0	-1	-1
E-sel inducer	-0.2	-1.9	0.4	-0.2	-0.1
ERp5 block	4	-1	-12	2	-4
C2C12 statin	-14	-7	0	6	-7
DENV2 CPE rescue	2	2	nt	nt	-6
S100A4 inh HTS	-9	-1	-2	-4	-15
SIRT5 inh	1	0	5	nt	1

31. Cc1cc(NC(=O)CCC(=O)N(c2ccccc2)C(C(=O)NC2CCCC2)c2ccc(F)cc2)no1 (configuration not stated)
32. Cc1cc(SCC(=O)O)nc2ccccc12
33. CN1CCNC(=O)C1CC(=O)NCCC1=CCCCC1 (configuration not stated)
34. Cc1cc(C(=O)NNC(=O)[C@H](C)NC(=O)c2ccc(Br)cc2)c(C)o1
35. CCc1ccccc1NC(=S)N(CCCN1CCN(C)CC1)Cc1cccs1

assay / compound	31	32	33	34	35
PglD inh	-1	2	nt	-3	4
E-sel inducer	36*	7.2&-1.0	0.0	-0.6	0.6
ERp5 block	2	0&-2	5	3	-9
C2C12 statin	1	2	nt	9	5
DENV2 CPE rescue	-5	-3&1	-5	-3	2
S100A4 inh HTS	-3	0&-6	2	-3	-3
SIRT5 inh	-9	0&-2	-3	1	-4

36. COc1ccc(OC)c(/C=N/Nc2nncn2/N=C/c2cc(OC)ccc2OC)c1
37. C[C@H](CO)N1C[C@H](C)[C@H](CN(C)Cc2ccc(Oc3ccccc3)cc2)Oc2ccc(NS(=O)(=O)c3cn(C)cn3)cc2CC1=O
38. CN1CCN(C(=O)c2ccc(CS(=O)(=O)c3c(Cl)cccc3Cl)o2)CC1
39. CO[C@@H]1CN(C)C(=O)c2ccc(NC(C)=O)cc2OC[C@H](C)N(C(=O)CC2CC2)C[C@H]1C
40. C[C@@H]1CCCCO[C@H](CN(C)Cc2ccccc2)[C@@H](C)CN([C@H](C)CO)C(=O)c2cc(NS(=O)(=O)c3ccc(Cl)cc3)ccc2O1

assay / compound	36	37	38	39	40
PglD inh	0	3	2	9	1&-1
E-sel inducer	11	0.0	nt	-0.3	-1.5
ERp5 block	nt	-3	1	-4	-5&1
C2C12 statin	-3	37	-1	6	0
DENV2 CPE rescue	nt	9	1	17	11&2
S100A4 inh HTS	nt	5	15	12	1&14
SIRT5 inh	nt	3	nt	-6	8&4

41. C[C@H](CO)N1C[C@H](C)[C@@H](CN(C)C)Oc2ccc(NC(=O)Nc3ccc(F)cc3)cc2C1=O
42. C[C@H]1CN([C@@H](C)CO)S(=O)(=O)c2ccc(C#Cc3cccc(F)c3)cc2O[C@H]1CN(C)C(=O)CN1CCOCC1
43. O=C(Nc1ccc(S(=O)(=O)Nc2ncccn2)cc1)c1ccc(N2CCCC2=O)cc1
44. O=C1CCC(C(=O)N2CCC(CO)(Cc3ccc(Cl)cc3)CC2)=NN1
45. O=C(NC1CCCCC1)N[C@@H]1C=C[C@@H](CC(=O)N2CCOCC2)O[C@H]1CO

assay / compound	41	42	43	44	45
PglD inh	3	2	nt	nt	-1
E-sel inducer	-1.8	-0.1	1.9	nt	0.0
ERp5 block	-4	-2	-1	10	2
C2C12 statin	3	1	nt	nt	-13
DENV2 CPE rescue	75*	5	-6	4	6
S100A4 inh HTS	37	3	17	-3	-12
SIRT5 inh	-2	-3	nt	2	4

46. C=CCn1c(SCC(=O)NCCc2ccccc2)nc2c([nH]c3ccccc32)c1=O
47. CN(C)CC(=O)N[C@@H]1CC[C@@H](CCn2cc(C3CCCC3)nn2)O[C@H]1CO
48. CN(C)/C=C/C(=O)C(F)(F)F
49. COc1ccc(NC(=O)N(C)C[C@H]2Oc3ccc(NC(=O)Nc4ccc(F)cc4)cc3C(=O)N([C@@H](C)CO)C[C@H]2C)cc1
50. NC(=O)c1ccc(OCC(F)(F)F)nc1

assay / compound	46	47	48	49	50
PglD inh	3	0	nt	-3	-1
E-sel inducer	0.4	-0.1	1.0	0.1	-0.3
ERp5 block	5	-3	2	1	-9
C2C12 statin	nt	-3	nt	-40	0
DENV2 CPE rescue	1	1	-4	-5	6
S100A4 inh HTS	0	5	6	-35	-9
SIRT5 inh	-2	4	-1	nt	-7

51. Cc1ccc(S(=O)(=O)Nc2ccc3c(c2)C(=O)N([C@@H](C)CO)C[C@H](C)[C@H](CN(C)Cc2ccc(C(=O)O)cc2)OCCCC[C@@H](C)O3)cc1
52. CCNC(=S)Nc1c(C)n(C)n(-c2ccccc2)c1=O
53. C/C(=N\NC(=O)CNc1cccc(C)c1)c1ccc(Br)s1
54. COc1cccc(CNC(=O)C[C@H]2CC[C@@H]3[C@@H](COc4ccc(NC(C)=O)cc4C(=O)N3C)O2)c1
55. CC=Cc1ccc2n(c1=O)C[C@@H]1[C@@H](CO)[C@H](C(=O)NCC)N(Cc3cocn3)[C@H]21 (mixture of isomers)

assay / compound	51	52	53	54	55
PglD inh	-6	nt	-2	-4	2
E-sel inducer	nt	nt	nt	-0.1	1.2
ERp5 block	0	-2	2	nt	6
C2C12 statin	nt	nt	nt	-6	-10
DENV2 CPE rescue	-1	0	6	-1	0
S100A4 inh HTS	-11	2	6	nt	4
SIRT5 inh	0	-1	-3	nt	-6

Entries of single compounds, quoted from the list:
Entry for CCNC(=S)Nc1c(C)n(C)n(-c2ccccc2)c1=O = PglD inh: nt; E-sel inducer: nt; ERp5 block: -2; C2C12 statin: nt; DENV2 CPE rescue: 0; S100A4 inh HTS: 2; SIRT5 inh: -1
Entry for COc1cccc(CNC(=O)C[C@H]2CC[C@@H]3[C@@H](COc4ccc(NC(C)=O)cc4C(=O)N3C)O2)c1 = PglD inh: -4; E-sel inducer: -0.1; ERp5 block: nt; C2C12 statin: -6; DENV2 CPE rescue: -1; S100A4 inh HTS: nt; SIRT5 inh: nt
Entry for CC=Cc1ccc2n(c1=O)C[C@@H]1[C@@H](CO)[C@H](C(=O)NCC)N(Cc3cocn3)[C@H]21 (mixture of isomers) = PglD inh: 2; E-sel inducer: 1.2; ERp5 block: 6; C2C12 statin: -10; DENV2 CPE rescue: 0; S100A4 inh HTS: 4; SIRT5 inh: -6

Further results follow:
56. C=CCNC(=O)c1cc2c(=O)n3ccccc3nc2s1
57. Cc1[nH]n(-c2ccccc2)c(=O)c1/C=N/NC(=O)c1cccc(F)c1
58. O=C(O)c1c2c(nc3ccc(Cl)cc13)CCC2
59. O=C(C[C@@H]1CC[C@@H]2[C@H](COC[C@@H](O)CN2C(=O)Nc2ccc(F)cc2)O1)NCCc1ccccc1

assay / compound	56	57	58	59
PglD inh	-6	-5	-2	2
E-sel inducer	nt	0.1	0.1	-0.1
ERp5 block	1	3	5	-4
C2C12 statin	-8	2	10	29
DENV2 CPE rescue	-3	-2	-8	-2
S100A4 inh HTS	4	8	4	8
SIRT5 inh	-38	-3	1	-1

Only part of the results is shown, so the mix of outcomes need not match the whole.
